GRK2 inh – compounds blocking aptamer binding on GRK2 – biochemical, human GRK2, bead flow cytometry, HTS, primary screen. AID 488847, 2010. inhibition of aptamer binding, % at 10 µM. hit rate 0.59% among 330,000. FAM-aptamer displacement from GRK2;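 active = inhibition of aptamer binding above 40%, roughly 3 SD of noise, on plates passing a quality check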;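 note: median bead fluorescence of bound FAM aptamer so fluorescent compounds give negative values; no value below 0 was filed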
CIT2-GFP yeast – modulators of CIT2-GFP expression in yeast, primary screen, S. cerevisiae, GFP fusion, multiplex flow cytometry, MLPCN library | GFP response vs DMSO, % at 10 µM | hit rate 0.065% among 320,000 | S. cerevisiae CIT2-GFP strain, 3 h; 100 means same as DMSO wells;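 active = GFP response relative to DMSO above a set limit, near the screen mean plus 3 SD, cut at about 150% in these data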;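 note: ratio of well median GFP fluorescence to mean of DMSO wells on the plate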
AGP1 TOR yeast – modulators of AGP1-GFP expression in yeast TOR pathway, primary screen, cell-based, multiplex flow cytometry, S. cerevisiae, MLPCN library; GFP response vs DMSO, % at 10 µM; 3 h; GFP as percent of DMSO wells; hit rate 0.02% among 320,000;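 active = GFP response relative to DMSO above a set limit, near screen average plus 3 SD, cut at about 150% in these data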;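 note: median GFP channel fluorescence of the gated AGP1 strain per well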
VLA-4 inh – inhibition in human VLA-4 binding assay, primary screen, VLA-4 allosteric modulator project, MLPCN library, flow cytometry, VLA-4 expressing cells | Integrin alpha-4 (Homo sapiens), P13612 | ligand binding flow cytometry | inhibition, % (about 7 µM as worked out from the volumes in the protocol) | hit rate 0.2% among 330,000 | AID 2557, 2010; in the data active = inhibition above about 50%
Target sequence (P13612 whole entry, looked up): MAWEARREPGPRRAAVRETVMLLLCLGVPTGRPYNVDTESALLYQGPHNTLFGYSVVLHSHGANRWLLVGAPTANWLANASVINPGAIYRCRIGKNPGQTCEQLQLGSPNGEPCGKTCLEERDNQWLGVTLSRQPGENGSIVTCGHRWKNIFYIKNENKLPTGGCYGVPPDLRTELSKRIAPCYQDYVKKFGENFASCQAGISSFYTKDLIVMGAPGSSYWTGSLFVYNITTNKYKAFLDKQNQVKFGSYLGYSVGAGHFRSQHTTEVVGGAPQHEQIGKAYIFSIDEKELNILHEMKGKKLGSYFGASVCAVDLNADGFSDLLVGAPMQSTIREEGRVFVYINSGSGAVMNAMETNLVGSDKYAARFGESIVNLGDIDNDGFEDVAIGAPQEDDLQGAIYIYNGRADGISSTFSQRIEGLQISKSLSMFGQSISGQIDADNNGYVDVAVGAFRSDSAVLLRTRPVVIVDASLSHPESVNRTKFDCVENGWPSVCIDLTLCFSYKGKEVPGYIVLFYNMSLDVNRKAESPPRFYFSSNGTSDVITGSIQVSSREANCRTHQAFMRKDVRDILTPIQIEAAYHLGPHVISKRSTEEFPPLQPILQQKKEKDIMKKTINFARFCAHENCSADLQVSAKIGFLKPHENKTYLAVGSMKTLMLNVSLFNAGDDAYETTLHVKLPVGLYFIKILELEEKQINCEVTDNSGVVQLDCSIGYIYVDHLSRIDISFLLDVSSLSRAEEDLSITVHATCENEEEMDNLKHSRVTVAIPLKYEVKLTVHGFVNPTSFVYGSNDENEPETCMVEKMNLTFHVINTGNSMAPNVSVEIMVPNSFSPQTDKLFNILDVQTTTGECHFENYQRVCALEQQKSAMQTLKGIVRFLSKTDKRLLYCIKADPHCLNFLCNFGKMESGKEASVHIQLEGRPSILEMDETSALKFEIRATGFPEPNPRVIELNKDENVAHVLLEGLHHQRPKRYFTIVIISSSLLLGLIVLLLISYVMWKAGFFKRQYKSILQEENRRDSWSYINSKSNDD
RPL19A-GFP yeast – RPL19A-GFP expression modulators in yeast, primary screen, cell-based, S. cerevisiae, multiplex flow cytometry, MLPCN. S. cerevisiae RPL19A-GFP strain, 3 h; active compounds read low. percent response vs DMSO, % at 10 µM. hit rate 0.3% among 330,000;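 active = percent response vs DMSO below 50%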;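 note: median channel GFP fluorescence of the barcoded RPL19A-GFP strain; ratio of sample median GFP to plate DMSO average so 100% = DMSO; lower means less RPL19A-GFP as with rapamycin TOR inhibition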
MEP2 TOR yeast – modulators of MEP2-GFP levels in yeast, primary screen, S. cerevisiae, multiplex flow cytometry, MLPCN library; S. cerevisiae MEP2-GFP strain, 3 h; 100% = DMSO control level; GFP response vs DMSO, % at 10 µM; hit rate 0.51% among 330,000; AID 2016, 2009;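 active = GFP response versus DMSO above a set limit, roughly screen mean plus 3 SD, cut at about 180% in these data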;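 note: median GFP fluorescence of the barcode-gated MEP2-GFP cells per well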
JMJD2C inh – inhibitors of GASC-1 histone demethylase, primary screen, biochemical, fluorescence, DELFIA europium. Lysine-specific demethylase 4C (Homo sapiens), Q9H3R0. GST-JMJD2C(1-420) H3K9me3 demethylation. inhibition, % at 2.35 µM. hit rate 0.069% among 330,000;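 active = more than half of a compound's replicate wells show inhibition beyond 50%, single wells judged on their own value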;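 note: signal counts dimethyl H3K9 product captured on neutravidin plate; 0% = median of DMSO wells and 100% = 0.3 times that DMSO median; strong numbers were not always called active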
LAP4-GFP MLPCN – modulators of LAP4-GFP expression in yeast, primary screen, S. cerevisiae, multiplex flow cytometry, MLPCN library | 3 h; median GFP as percent of DMSO wells | GFP response vs DMSO, % at 10 µM | hit rate 0.34% among 320,000;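 active = GFP response vs DMSO above a set limit, about the screen mean plus 3 SD, cut at about 150% in these data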
* hit, by the source's call; i = inactive; x = no result given; & = joins results of further samples.

SMILES	GRK2 inh	CIT2-GFP yeast	AGP1 TOR yeast	VLA-4 inh	RPL19A-GFP yeast	MEP2 TOR yeast	JMJD2C inh	LAP4-GFP MLPCN
CCCCC1=CC2=C(c3ccco3)C(=O)C(C)(OC(=O)c3ccc(OC)cc3)C(=O)C2=CN1C1CCCC1 (stereo not drawn)	12	97	93	13	97	99	1	111
Cc1cc(Br)ccc1OCC(=O)NNC(=O)Cc1ccccc1	0	100	100	5	102	103	7	92
CC(C(c1ccc2c(c1)OCO2)c1c(N)n(C)c(=O)n(C)c1=O)[N+](=O)[O-] (stereo not drawn)	0	91	104	5	91	96	-4	116
COc1ccc(NC(=O)c2ccc(-c3ccc(-c4noc(C)n4)cc3C)cc2)cc1N1CCN(C)CC1	6	80	84	6	103	100	x	106
CCn1nnc2cc(C(=O)Nc3ccc(C(=O)OC(C)C)cc3)ccc21	1	105	93	4	97	105	1	93
O=C1CSCC(=O)N1Cc1ccc(Cl)c(Cl)c1	1	86	92	17	97	95	3	89
O=C1CSC(=S)N1/N=C/c1cccnc1	1	107	108	12	97	103	17	105
C=CCn1c(CCNC(=O)C(C)(C)C)nc2ccccc21	3	99	106	6	101	101	-6	98
COc1ccc(N2CCN(CC(O)COc3ccccc3[N+](=O)[O-])CC2)cc1 (stereo not drawn)	3	103	100	4	103	107	4	91
C=CCN1C=C/C(=C\C=C(C#N)C#N)c2ccccc21	0	104	97	-82	101	104	3	99
CCC(=O)Nc1ccc(C(=O)NNC(=O)c2cccc(C)c2)cc1	0	97	94	17	102	95	5	96
CCN1CCc2c(C#N)c(NCc3ccccc3)nc(NCCO)c2C1	0	101	97	-40	97	99	33	98
COc1cc(-c2nc3c(c(C)nn3-c3ccccc3)c3cc(OC)c(OC)cc23)ccc1O	0	92	95	1	98	99	-22	107
CCOC(=O)c1nnn(-c2nonc2N)c1CN1CCCCCC1	0	103	99	-7	95	99	-12	97
C#CCOCCOCCOCCNc1nc(N2CCN(C(=O)[C@H]([C@@H](C)CC)n3cc([C@@H](N)Cc4ccc(O)cc4)nn3)CC2)nc(N2CCN(C(=O)[C@H](Cc3ccc(O)cc3)n3cc([C@@H](N)CC(C)C)nn3)CC2)n1	0	92	76	2	88	82	-20	90
O=C1OCc2cc(-n3cccc3)ccc21	0	86	92	8	91	95	-8	106
Cc1cc(C)n2cc(CSc3nncn3C)nc2n1	5	107	105	12	104	105	2	109
COc1ccc(-n2cc(CNC3CCC(O)CC3)c(-c3cccc(F)c3)n2)cc1 (stereo not drawn)	0	109	110	1	100	105	-5	106
CC(=O)c1cccc(OCCN2C(=O)NC(C)(C)C2=O)c1	4	103	102	8	102	103	-3	101
CCNC(=S)Nn1cnc2ccccc21	0	102	101	5	98	92	0	105
CCNc1nc(C)c2cc(Br)c(=O)n(CC)c2n1	0	113	110	19	110	110	-7	108
Cc1cnc(C(=O)OCC(=O)NC(=O)NC(C)C)cn1	3	103	97	16	95	97	17	95
CCOc1ccc(C2C(C(=O)O)CCC(=O)N2C2CCCCC2)cc1 (stereo not drawn)	1	x	109	6	105	117	-3	107
O=C(CCc1nc2sc3c(c2c(=O)[nH]1)CCCC3)NCCOc1ccccc1	0	94	101	-1	95	99	8	102
CCn1nc(NC(=O)C(C)C)c2cc3ccc(C)cc3nc21	0	91	98	7	98	105	2	107
CCS(=O)(=O)NCCc1ccc(OC)c(OC)c1	0	95	106	i	103	103	1	112
Cc1cc(C)cc(OCC(=O)NC2=NCCS2)c1	0	102	99	17	96	106	2	93
O=C(Cn1cnc2ccccc2c1=O)Nc1nnc(SCc2ccc(Cl)cc2)s1	0	93	103	0	98	97	2	110
COc1ccc([N+](=O)[O-])cc1NC(=O)C1C2C=CC(C2)C1C(=O)O (stereo not drawn)	3	111	104	9	99	96	0	99
CCC1NC(C(=O)O)Cc2c1[nH]c1ccccc21 (stereo not drawn)	2	98	100	6	98	107	x	104
C=CCn1c(SCC(=O)Nc2ccc(F)cc2)nc2cc(C(=O)O)ccc2c1=O	1	96	91	16	101	97	-1	103
C=CCOc1ccccc1CN1CCN(CCc2ccccc2)C(CCO)C1 (stereo not drawn)	0	108	102	7	105	108	15	94
CN(C)c1nnnn1-c1ccc(Cl)cc1Cl	0	99	99	-2	103	99	-1	92
Cc1ccc(-n2c(SCC(=O)Nc3cc(C)on3)nc3c([nH]c4ccccc43)c2=O)cc1	5	102	101	-15	103	101	-2	98
CN(C)N1C(N)=C(C#N)C(c2cccnc2)C2=C1CCCC2=O (stereo not drawn)	5	111	107	5	105	109	15	100
CN1/C(=C\C(=O)COC(=O)CNC(=O)c2ccccc2F)C(C)(C)c2ccccc21	0	99	100	-115	103	103	-6	103
O=C(O)CCn1cc(-c2ccc(Cl)cc2)nc1-c1ccc(Cl)nc1	0	102	111	4	104	108	5	102
CC1CCN(C(=O)C2CCN(S(=O)(=O)c3ccc4c(c3)CC(C)N4C(=O)C3CC3)CC2)CC1 (stereo not drawn)	3	104	98	8	95	99	3	88
COc1cccc(N2C(=NC(=O)c3ccccc3)SC3CS(=O)(=O)CC32)c1 (stereo not drawn)	0	88	94	1	94	100	-7	96
COc1cccc(NC(=O)Nc2ccc3nc(C)c(C)nc3c2)c1	0	98	100	6	97	97	0	94

Profiles as entered above:
Listed for `O=C(O)CCn1cc(-c2ccc(Cl)cc2)nc1-c1ccc(Cl)nc1` → GRK2 inh: 0; CIT2-GFP yeast: 102; AGP1 TOR yeast: 111; VLA-4 inh: 4; RPL19A-GFP yeast: 104; MEP2 TOR yeast: 108; JMJD2C inh: 5; LAP4-GFP MLPCN: 102
Listed for `O=C(Cn1cnc2ccccc2c1=O)Nc1nnc(SCc2ccc(Cl)cc2)s1` → GRK2 inh: 0; CIT2-GFP yeast: 93; AGP1 TOR yeast: 103; VLA-4 inh: 0; RPL19A-GFP yeast: 98; MEP2 TOR yeast: 97; JMJD2C inh: 2; LAP4-GFP MLPCN: 110

Following part.
SMILES	GRK2 inh	CIT2-GFP yeast	AGP1 TOR yeast	VLA-4 inh	RPL19A-GFP yeast	MEP2 TOR yeast	JMJD2C inh	LAP4-GFP MLPCN
O=c1cc(O)c2c(=O)n(C3CCCCC3)c3ccccc3c2o1	1	95	98	-22	98	87	0	88
COc1ccc(/C=C(\NC(=O)c2ccccc2)C(=O)OCC2CCCN3CCCCC23)cc1OC (stereo not drawn)	0	105	126	-2	108	109	2	111
CCOc1ccc(NC(=O)CN(C)c2nnnn2-c2ccccc2)cc1OCC	1	101	108	2	97	106	i	93
O=C(NNC(=O)C1CCCN(c2ncccn2)C1)c1ccncc1 (stereo not drawn)	0	106	104	6	110	108	-4	97
Cc1ccc(S(=O)(=O)NNC(=O)c2csnn2)cc1	5	100	99	-11	102	89	2	93
Cc1ccc(OCC(=O)Sc2ccc(C)cc2)cc1	0	103	97	-5	101	96	0	102
CCCCn1c(/N=C/c2ccc3c(c2)OCO3)nc2ccccc21	0	110	109	7	104	108	1	99
c1ccc(Oc2ccc(-c3ccnc4nc(N5CCOCC5)nn34)cc2)cc1	0	102	99	3	103	102	-17	97
NC(=O)CC(NC(=O)Cc1cccc2ccccc12)c1ccc(NC2CCCCCCC2)c([N+](=O)[O-])c1 (stereo not drawn)	4	78	83	-3	98	90	-1	104
CCCCCN(C(=O)CCC(=O)OCc1ccccc1C)c1c(N)n(CCCC)c(=O)[nH]c1=O	2	82	103	0	95	94	-6	94
O=C(Oc1cccc(NC(=O)c2cccs2)c1)c1cccc(S(=O)(=O)N2CCCC2)c1	3	91	97	18	96	95	5	94
Cc1cccc(N2CCN(C(=S)Nc3ccc4nc(N5CCN(C)CC5)cc(C)c4c3)CC2C)c1 (stereo not drawn)	0	92	94	6	99	99	4	103
CCOc1ccc(S(=O)(=O)N2CCC(C(=O)OC(C)C(=O)NC3CCCCC3C)CC2)cc1 (stereo not drawn)	0	96	101	22	102	96	9	97
S=C(NNc1ccnc2cc(Cl)ccc12)Nc1ccc(Cl)cc1Cl	0	87	104	-8	96	99	5	110
CC(C)(C)n1nnnc1CN1CCSCC1	0	103	106	-1	100	103	6	106
O=C(O)CCNS(=O)(=O)c1ccc(Oc2ccccc2Cl)cc1	0	102	103	i	99	94	6	99
C=CCOC(=O)C1=C[C@H](c2coc3ccccc3c2=O)[C@@H](CCCO)[C@H](OCC)O1	0	95	97	-9	101	109	-3	92
O=C(O)C1C2C=CC3(O2)C1C(=O)N1c2ccccc2C2OCCC2C13 (stereo not drawn)	25	103	102	11	98	104	6	96
O=C(CCN=C1NS(=O)(=O)c2ccccc21)OCC(=O)c1ccc(F)cc1	0	101	103	-3	101	109	2	102
COc1ccc(/C=N/NC(=O)C(=O)NCC2CCCO2)cc1 (stereo not drawn)	3	93	97	-18	100	92	5	94
CCCOc1ccc(C(=O)CCC(=O)OCC(=O)N2CC(=O)Nc3ccccc32)cc1	0	101	102	-5	101	102	1	100
COC(=O)c1ccc(NC(=O)CSc2ccccn2)cc1	0	90	110	2	104	101	-1	100
CCn1cnc2cc(NC(=O)c3ccco3)ccc21	0	97	98	19	100	102	-4	96
COc1cc(C(=O)NC(=S)N2CCCCCC2)cc(OC)c1OC	0	90	89	3	94	94	3	89
COCc1ccc(C(=O)N2CCCC(N(C)Cc3ccccc3)C2)s1 (stereo not drawn)	0	x	95	1	110	94	-36	79
Cc1cc(=O)oc2cc(NC(=O)c3ccc(OC(F)F)cc3)ccc12	0	109	97	-2	106	104	5	93
COc1ccc(C2CC(=O)C(C=NCCN3CCN(C(=S)Nc4ccccc4)CC3)=C(O)C2)cc1 (stereo not drawn)	4	96	99	-9	99	100	16	100
Cc1cccc(N2CCN(C(=O)c3ccc4c(c3)c(C)c(C)n4C)CC2C)c1 (stereo not drawn)	0	94	94	2	96	104	37	95
CCn1c(=O)cc(OCC(=O)Nc2cccnc2)c2ccccc21	2	98	104	0	101	107	0	117
COCCNCc1ccccc1	2	97	102	-2	99	101	-6	99
CCc1ccc(OCC(=O)NCc2ccco2)c(Br)c1	1	84	89	-5	93	96	-6	115
CCOC(=O)c1c(CN2CCOCC2)n(C)c2cc(Br)c(O)c(CN(C)C)c12	4&3	105&94	109&103	1&31	108&100	107&103	1&6	115&103
COc1cc(/C=N/NC(=O)[C@H](Cc2c[nH]c3ccccc23)NC(=O)OCC(C)C)cc([N+](=O)[O-])c1O	7	108	101	0	107	117	23	88
COc1cccc(N=CC2=C(O)CCCC2=O)c1	0	92	99	-7	93	102	8	106
O=C(CSc1ccc(Cl)cc1)Nc1cccc(-c2nc3ncccc3o2)c1	0	103	106	1	105	105	-1	92
COc1ccc(NC(=S)N2CCC(C(=O)c3ccc(C)cc3)CC2)c(OC)c1	0	94	98	4	94	99	-15	120
COc1ccc(CCNC(C)=O)cc1	3	96	97	5	100	99	2	119
O=C(Nc1ccc(F)cc1)c1cc(-c2ccccc2)no1	0	105	102	9	101	107	3	103
COc1ccc(-c2nc(N)n(C(=O)c3ccco3)n2)cc1	0	97	90	5	97	98	-4	96
O=C(CNC(=S)N(Cc1ccc(F)cc1)C1CCCCC1)NCC1CCCO1 (stereo not drawn)	1	104	97	17	105	105	4	94
COc1ccc(C(=O)Nc2ccccc2C(=O)N/N=C/c2ccncc2)cc1OC	0	87	97	-15	102	94	11	99

Source: PubChem (several laboratories)
